Assay outcomes from PubChem.
Vif imaging: HIV Vif self-association inhibitors, primary screen, imaging, HEK293T, single point; HEK293T cells, Vif self-association by quenched fluorescence, 24 h; 340,000 compounds, 0.35% hits; AID 602346, 2012; inhibition, % at 7.49 µM; in the data active = inhibition above about 50%, passing the limit was not always enough; note: some results filed as inactive read as strong as hits
SRC1 inh: SRC1 coactivator transcriptional activity inhibitors, primary screen, cell-based, luminescence; AID 588354, 2011; HEK293 GAL4-SRC1 luciferase reporter; 360,000 compounds, 0.12% hits; Nuclear receptor coactivator 1 (Homo sapiens), Q15788; inhibition, % at 3.6 µM;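 active = inhibition above the campaign mean plus 3 SD, with each screening campaign given its own cutoff, cut at about 60% in these data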;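 note: 0% = DMSO treated cells and 100% = gossypol at 36 µM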
TLR9-MyD88 block: inhibitors of TLR9-MyD88 association in cells, primary screen, cell-based, CHO, BLA complementation, fluorescence; inhibition, % at 4.98 µM; Toll-like receptor 9 (Homo sapiens) + Myeloid differentiation primary response protein …; 340,000 compounds, 0.21% hits; AID 504734, 2011; CCF4 FRET ratio;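 active = inhibition above the mean over all tested compounds plus 3 SD, cut at about 21% in these data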;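 note: 0% = DMSO only wells and 100% = clavulanate BLA inhibitor control wells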
TROY NFkB inh: inhibitors of TROY-driven NF-kB signaling, primary screen, Q293 LMP1-TROYcd cells, NF-kB luciferase, uHTS; Q293 LMP1-TROYcd NF-kB luciferase reporter, 4 h; inhibition, % at 10 µM; 360,000 compounds, 0.98% hits;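 active = compounds whose plate-normalised and pattern-corrected inhibition of the luciferase reporter signal at the single screening dose is 50% or more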
EBV LMP1 NFkB: EBV LMP1-driven NF-kappaB luciferase reporter inhibitors, primary screen, cell-based, luminescence, single point. LMP1-induced NF-kappaB luciferase reporter cells. inhibition, % at 12.5 µM. 350,000 compounds, 0.69% hits. AID 504558, 2011; in the data active = inhibition above about 41%;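 note: 0% = neutral control wells and 100% = reference inhibitor control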
SRC3 inh: SRC3 coactivator transcriptional activity inhibitors, primary screen, cell-based, luminescence; Nuclear receptor coactivator 3 (Homo sapiens), Q9Y6Q9; HEK293 GAL4-SRC3 luciferase reporter; inhibition, % at 3.6 µM; 360,000 compounds, 0.17% hits;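 active = inhibition above a per-campaign cutoff, the mean of all compounds plus 3 SD, cut at about 60% in these data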;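 note: 0% = DMSO-treated cells and 100% = gossypol-treated cells at 36 µM; higher means less SRC3-driven luciferase light from the GAL4 reporter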
COUP-TFII inh: NR2F2 transcriptional activity inhibitors, primary screen, cell-based, luciferase reporter, HEK293T, luminescence | HEK293T NGFI-A luciferase reporter | inhibition, % at 8.6 µM | 370,000 compounds, 0.7% hits | AID 686940, 2013;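 active = inhibition above a per-plate cutoff, mean inhibition of test wells between control levels plus 3 SD, cut at about 38% in these data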;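 note: cells cotransfected with COUP-TFII expression vector driving the NGFI-A reporter; 0% = median of COUP-TF2 test wells and 100% = reporter-only cells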
NOD2 RIPK2 PPI: NOD2-RIPK2 binding disruptors in cells, primary screen, fluorescence, CHO cells, BLA complementation; 360,000 compounds, 0.38% hits; inhibition, % at 4.98 µM; CCF4 ratio; Receptor-interacting serine/threonine-protein kinase 2 (Homo sapiens), O43353; in the data active = inhibition above about 21%;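 note: 0% = vehicle only and 100% = reference blocker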
TRAIL sens C8: viability loss with TRAIL in NB7+C8 cells, primary screen, TRAIL sensitizer project, cell-based, ATPlite luminescence | inhibition (viability loss, TRAIL sensitization), % at 10 µM | 360,000 compounds, 1% hits;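 active = compounds causing at least 50% loss of cell viability in the single-dose screen, relative to plate controls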
SRC2 inh: inhibition of GAL4-SRC2 driven luciferase reporter, primary screen, SRC2 inhibitor project, cell-based, luminescence; HEK293 GAL4-SRC2 luciferase reporter; inhibition, % at 9 µM; 370,000 compounds, 0.17% hits; AID 651957, 2012;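 active = inhibition above the mean inhibition of all tested compounds plus 3 SD, set per campaign, cut at about 52% in these data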;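 note: 0% = DMSO treated cells and 100% = cells given Gossypol at 36 µM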
Target sequence (Q15596 whole entry, looked up, the tested form may be a part): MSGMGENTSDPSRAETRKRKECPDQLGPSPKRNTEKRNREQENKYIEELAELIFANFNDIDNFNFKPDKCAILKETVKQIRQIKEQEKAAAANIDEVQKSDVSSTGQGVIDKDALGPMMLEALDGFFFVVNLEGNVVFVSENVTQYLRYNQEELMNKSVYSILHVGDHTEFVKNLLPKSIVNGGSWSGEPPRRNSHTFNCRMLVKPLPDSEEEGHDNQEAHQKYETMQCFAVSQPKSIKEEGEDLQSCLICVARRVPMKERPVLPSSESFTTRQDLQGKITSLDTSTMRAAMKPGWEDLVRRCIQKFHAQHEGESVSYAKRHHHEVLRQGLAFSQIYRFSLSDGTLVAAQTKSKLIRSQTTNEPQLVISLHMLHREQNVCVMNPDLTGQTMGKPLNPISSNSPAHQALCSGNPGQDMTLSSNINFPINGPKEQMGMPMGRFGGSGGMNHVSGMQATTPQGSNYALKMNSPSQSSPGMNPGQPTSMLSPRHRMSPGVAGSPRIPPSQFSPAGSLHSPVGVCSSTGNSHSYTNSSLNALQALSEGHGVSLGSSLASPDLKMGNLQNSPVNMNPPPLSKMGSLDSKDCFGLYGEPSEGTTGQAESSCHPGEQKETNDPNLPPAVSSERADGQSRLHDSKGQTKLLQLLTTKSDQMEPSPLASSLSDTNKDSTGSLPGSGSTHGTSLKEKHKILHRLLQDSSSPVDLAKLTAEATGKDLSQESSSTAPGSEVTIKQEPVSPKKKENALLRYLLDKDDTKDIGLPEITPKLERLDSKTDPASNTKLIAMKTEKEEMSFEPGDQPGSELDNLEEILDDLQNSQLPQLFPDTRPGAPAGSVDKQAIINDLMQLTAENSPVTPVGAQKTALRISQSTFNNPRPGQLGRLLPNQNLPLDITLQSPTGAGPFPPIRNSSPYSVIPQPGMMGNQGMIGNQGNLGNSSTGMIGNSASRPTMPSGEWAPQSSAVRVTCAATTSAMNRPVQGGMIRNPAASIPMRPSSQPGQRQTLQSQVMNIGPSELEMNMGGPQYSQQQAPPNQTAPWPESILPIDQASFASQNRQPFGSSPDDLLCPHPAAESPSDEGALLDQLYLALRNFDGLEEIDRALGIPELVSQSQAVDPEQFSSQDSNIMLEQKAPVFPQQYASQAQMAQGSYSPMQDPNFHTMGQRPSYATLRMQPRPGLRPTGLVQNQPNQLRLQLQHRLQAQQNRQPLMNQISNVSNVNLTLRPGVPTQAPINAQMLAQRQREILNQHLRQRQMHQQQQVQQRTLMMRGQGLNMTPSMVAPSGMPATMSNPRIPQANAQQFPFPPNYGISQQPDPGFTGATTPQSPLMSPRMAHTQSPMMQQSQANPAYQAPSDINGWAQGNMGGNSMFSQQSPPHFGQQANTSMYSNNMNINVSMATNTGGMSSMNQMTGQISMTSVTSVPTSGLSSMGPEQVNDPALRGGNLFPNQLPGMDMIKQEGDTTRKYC
LRH-1 inv ag: LRH-1 (NR5A2) inverse agonists, primary screen, cell-based, luminescence, HEK293T, StAR-luciferase reporter; Nuclear receptor subfamily 5 group A member 2 (Homo sapiens), O00482; LRH-1 transfected, 24 h; inhibition, % at 3.6 µM; 360,000 compounds, 0.13% hits;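 active = inhibition above the mean inhibition of all tested compounds plus 3 SD, cut at about 73% in these data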;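 note: 0% = DMSO wells and 100% = reporter-only cells lacking LRH-1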
The depositor's hits bear a star; / = not tested or not shown. A portion of the library. The share of hits here may be higher or lower than overall.

entry	canonical_smiles	Vif imaging	SRC1 inh	TLR9-MyD88 block	TROY NFkB inh	EBV LMP1 NFkB	SRC3 inh	COUP-TFII inh	NOD2 RIPK2 PPI	TRAIL sens C8	SRC2 inh	LRH-1 inv ag
1	O=C1Nc2ccccc2C(O)(C(=O)NC2CC2)N1c1ccc(Cl)c(Cl)c1 (centres undefined)	1	-5	-1	1	-2	0	-3	4	3	-13	6
2	Cc1csc(SCc2ccccc2C(=O)O)n1	9	-9	9	9	-1	4	-12	2	-6	2	0
3	Nc1ccn([C@@H]2O[C@H](C(=O)N[C@H]3c4ccccc4C[C@H]3O)[C@@H](O)[C@H]2O)c(=O)n1	/	-55	/	8	/	2	-1	14	-8	-17	9
4	CC(NCc1cc(Br)ccc1OCC(N)=O)C12CC3CC(CC(C3)C1)C2 (centres undefined)	-2	2	-4	5	12	7	3	6	-10	-21	22
5	COc1ccccc1C(CNC(=O)c1ccc(NS(=O)(=O)c2ccc(F)c(C)c2)cc1)N1CCCC1 (centres undefined)	1	-1	-4	4	-2	9	22	2	3	6	-1
6	O=C(CCSc1ccccc1)Nc1ccc(S(=O)(=O)N2CCOCC2)cc1	1	-4	8	7	-7	-16	2	5	-3	-8	-20
7	CCCNC(=O)Nc1cccc(C(=O)OC)c1	13	1	-5	-13	0	7	-2	7	-23	2	-3
8	COc1ccc(-c2c(C#N)c(SCC(N)=O)nc3c2CCCC3)cc1	-8	-29	15	0	-1	16	-4	6	-13	2	19
9	COc1cccc(CC(NC(C)=O)C(=O)NC2CCN(S(=O)(=O)c3ccc(F)cc3)CC2)c1OC (centres undefined)	/	-5	-1	1	6	-11	-12	6	6	-27	-10
10	COc1ccc(/C=C/C(=O)OCC(=O)c2ccc(S(=O)(=O)N3CCCCC3)cc2)cc1OC	-6	-6	6	10	-6	6	-19	8	8	3	15
11	O=S1(=O)CC(N2CCN(CCO)CC2)CN1Cc1cn(Cc2ccc(Cl)cc2)nn1 (centres undefined)	/	/	/	3	/	/	-12	-5	2	-12	11
12	C/C(CC(=O)Nc1cccc(C(F)(F)F)c1)=N\NC(=O)Cc1ccccc1	-6	-36	-5	1	-2	6	3	5	-7	13	-1
13	CCn1c(SCc2nnc(-c3ccccc3)o2)nnc1-c1ccc(S(=O)(=O)N2CCCC2)cc1	-5	1	-1	12	3	1	9	8	-7	-13	-8
14	Cc1ccccc1NC(=O)c1cccc(Cn2cc(Br)c([N+](=O)[O-])n2)c1	24	-21	-2	-19	0	9	12	3	-12	0	10
15	CCN1CCN(C(=O)CN2C(=O)COc3ccc(C)cc32)CC1	11	-8	-1	-29	-8	7	0	0	1	-4	3
16	C[C@H](CO)N1C[C@H](C)[C@@H](CN(C)S(=O)(=O)c2ccc(F)cc2)Oc2c(NC(=O)c3ccncc3)cccc2C1=O	-4	-1	-2	10	-5	6	-8	1	-5	19	6
17	N/C(COc1ccc(F)cc1)=N\NC(=O)c1cccnc1Oc1ccccc1	/	-12	9	14	-15	-1	-4	-8	2	14	-7
18	COc1cc(SC)ccc1C(=O)N1CCc2ccccc21	0	-15	11	7	1	-3	12	-2	-7	-10	8
19	CC(=O)C1=C(O)C(=O)N(Cc2ccccc2)C1c1cccs1 (centres undefined)	-6	-8	-5	-14	10	14	11	4	-21	-16	14
20	CCCn1c(=O)c(C(=O)NNC(=O)Cc2ccccc2)c(O)c2ccccc21	5	0	-13	10	7	3	-12	-9	-1	4	6

3 entries out of the list, ordered by number of heavy atoms, smallest number first.
entry	canonical_smiles	Vif imaging	SRC1 inh	TLR9-MyD88 block	TROY NFkB inh	EBV LMP1 NFkB	SRC3 inh	COUP-TFII inh	NOD2 RIPK2 PPI	TRAIL sens C8	SRC2 inh	LRH-1 inv ag
2	Cc1csc(SCc2ccccc2C(=O)O)n1	9	-9	9	9	-1	4	-12	2	-6	2	0
6	O=C(CCSc1ccccc1)Nc1ccc(S(=O)(=O)N2CCOCC2)cc1	1	-4	8	7	-7	-16	2	5	-3	-8	-20
17	N/C(COc1ccc(F)cc1)=N\NC(=O)c1cccnc1Oc1ccccc1	/	-12	9	14	-15	-1	-4	-8	2	14	-7

A different layout for some results above.
[2] Cc1csc(SCc2ccccc2C(=O)O)n1
  Vif imaging: 9; SRC1 inh: -9; TLR9-MyD88 block: 9; TROY NFkB inh: 9; EBV LMP1 NFkB: -1; SRC3 inh: 4; COUP-TFII inh: -12; NOD2 RIPK2 PPI: 2; TRAIL sens C8: -6; SRC2 inh: 2; LRH-1 inv ag: 0

[3] Nc1ccn([C@@H]2O[C@H](C(=O)N[C@H]3c4ccccc4C[C@H]3O)[C@@H](O)[C@H]2O)c(=O)n1
  Vif imaging: /; SRC1 inh: -55; TLR9-MyD88 block: /; TROY NFkB inh: 8; EBV LMP1 NFkB: /; SRC3 inh: 2; COUP-TFII inh: -1; NOD2 RIPK2 PPI: 14; TRAIL sens C8: -8; SRC2 inh: -17; LRH-1 inv ag: 9

[4] CC(NCc1cc(Br)ccc1OCC(N)=O)C12CC3CC(CC(C3)C1)C2 (centres undefined)
  Vif imaging: -2; SRC1 inh: 2; TLR9-MyD88 block: -4; TROY NFkB inh: 5; EBV LMP1 NFkB: 12; SRC3 inh: 7; COUP-TFII inh: 3; NOD2 RIPK2 PPI: 6; TRAIL sens C8: -10; SRC2 inh: -21; LRH-1 inv ag: 22

[5] COc1ccccc1C(CNC(=O)c1ccc(NS(=O)(=O)c2ccc(F)c(C)c2)cc1)N1CCCC1 (centres undefined)
  Vif imaging: 1; SRC1 inh: -1; TLR9-MyD88 block: -4; TROY NFkB inh: 4; EBV LMP1 NFkB: -2; SRC3 inh: 9; COUP-TFII inh: 22; NOD2 RIPK2 PPI: 2; TRAIL sens C8: 3; SRC2 inh: 6; LRH-1 inv ag: -1

Later entries.
item | canonical_smiles | Vif imaging | SRC1 inh | TLR9-MyD88 block | TROY NFkB inh | EBV LMP1 NFkB | SRC3 inh | COUP-TFII inh | NOD2 RIPK2 PPI | TRAIL sens C8 | SRC2 inh | LRH-1 inv ag
21 | COc1cccc(C(=O)C2CCCN(Cc3cccn3-c3cccnc3)C2)c1 (centres undefined) | / | -1 | -4 | 16 | -3 | 5 | 14 | 3 | -3 | 2 | 0
22 | CCC(=O)N/N=C(\C)CC(=O)Nc1ccccc1-c1ccccc1 | 3 | -5 | 4 | 6 | 7 | 0 | -8 | 4 | 11 | -12 | -6
23 | O=C1CCCCC1C(Nc1ccc(Cl)cc1)c1ccccc1 (centres undefined) | 13 | -14 | -1 | -8 | -4 | -6 | 0 | 5 | -16 | -11 | -32
24 | C=CCN1CCN(C(=O)CCc2ccccc2)CC1 | 8 | -30 | -7 | 8 | 87* | -7 | 4 | 2 | 10 | -13 | -21
